IDH1 R132H inh = qHTS for Inhibitors of mutant isocitrate dehydrogenase 1 (IDH1): qHTS; IDH1-R132H enzyme, NADPH consumption, diaphorase/resazurin fluorescence; Potency, µM (doses to about 76.6 µM), inactives show top-dose activity change, negative = inhibition, usual class: inhibitors; 390,000 compounds, 0.093% hits; AID 602179, 2012; note: potency is the fitted concentration of half-maximal effect; % is set by controls: 0 for no effect and ±100 for the full control effect; nearly all actives have a fitted effect of over 65% in size
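IDH1-R132H (0.5 ug/mL) preincubated 30 min with compound, then NADPH (0.016 mM) and alpha-KG (2 mM) added; 80 min at RT, pH 7.5. Remaining NADPH coupled via diaphorase/resazurin to fluorescence (540/590 nm); concentration-response curves normalized to no-enzyme control.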
TrxR1 inh = qHTS Assay for Inhibitors of Mammalian Selenoprotein Thioredoxin Reductase 1 (TrxR1): qHTS; Thioredoxin reductase 1, cytoplasmic (Rattus norvegicus), O89049; recombinant rTrxR1, NADPH fluorescence consumption, selenite substrate; Potency, µM (doses to about 114 µM), for the others: at the highest dose activity change, negative = inhibition, usual class: inhibitors; 390,000 compounds, 1% hits; AID 588453, 2011; note: potency is the fitted concentration of half-maximal effect; % is set by controls: 0 for no effect and ±100 for the full control effect; nearly all actives have a fitted effect of over 65% in size
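Rat TrxR1 (90 nM in the dispensed reagent) was pre-reduced with 400 uM NADPH for 5 min at room temperature, then incubated with compound for 15 min. After 400 uM selenite was added, NADPH fluorescence (Ex 340/Em 450 nm) was followed for 8 min.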
TRHR ag = qHTS for Small Molecule Agonists and Allosteric Enhancers of Human TRH Receptor: Primary Screen for Agonists. 360,000 compounds, 0.18% hits. Thyrotropin-releasing hormone receptor (Homo sapiens), P34981. TRHR cells, calcium flux fluo-8, FDSS agonist mode. activation, % at 2 µM; in the data active = activation above about 30%; note: 0% is about no effect
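In this calcium-flux screen, cells bearing human TRHR are dye-loaded with fluo-8, baselined for 10 cycles, then exposed to library compounds; positive kinetic calcium responses during the agonist phase mark hits, with TRH as control.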
PI4K2A block = qHTS for small molecular inhibitors of PI4K2A. AID 1346378, 2018. activity change, negative = inhibition, % at 76.9 µM. purified PI4K2A, ADP-Glo luminescence, 1 h; active compounds read low. Phosphatidylinositol 4-kinase type 2-alpha (Homo sapiens), Q9BTU6. 420,000 compounds, 0.13% hits; in the data active = activity change below about -50%; inconclusive = mostly about -30% to -49%;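 note: -100% = wells without enzyme as full effect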
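Compounds are screened against recombinant PI4K2A using PI as substrate and ATP, the latter dispensed at 300 microM. Reactions run one hour at ambient temperature before ADP-Glo detection; full inhibition defined by wells lacking enzyme.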
D2 antagonist = HTS Assay for Allosteric Antagonists of the Human D2 Dopamine Receptor: Primary Screen for Antagonists; D(2) dopamine receptor (Homo sapiens), P14416; HEK293 TREx D2 cells, calcium flux, dopamine EC80; inhibition, % at 10 µM; 340,000 compounds, 2% hits; AID 485344, 2010; in the data active = inhibition above about 30%; note: 0% is about no effect
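Dopamine at EC80 is the agonist stimulus; test compounds precede it by 180 s. Calcium flux read kinetically in a force-coupled, inducible HEK293 T-REx D2 cell line.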
TrxR1 substrate = qHTS Assay for Substrates of Mammalian Selenoprotein Thioredoxin Reductase 1 (TrxR1): qHTS. Thioredoxin reductase 1, cytoplasmic (Rattus norvegicus), O89049. AID 588456, 2011. Potency, µM (top dose mostly 114 µM), inactives show top-dose activity change, negative = substrate turnover. 390,000 compounds, 0.01% hits. purified TrxR1 substrate turnover, NADPH consumption readout; note: potency is the fitted concentration of half-maximal effect; % is set by controls: 0 for no effect and ±100 for the full control effect; nearly all actives have a fitted effect of over 50% in size
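Rat TrxR1, dispensed at 90 nM, was prereduced with 400 uM NADPH (final) for 5 min at ~22 deg C, then incubated with compound 15 min before 400 uM selenite. A first-read NADPH fluorescence drop versus no-compound background flagged substrates.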
D2 agonist = HTS Assay for Allosteric Agonists of the Human D2 Dopamine Receptor: Primary Screen for Agonists; activation, % at 2 µM; HEK293 T-REx D2 cells, calcium flux agonist mode; AID 485358, 2010; 340,000 compounds, 0.53% hits;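 active = activation over 3 SD above normal in the single-dose calcium agonist read, cut at about 30% in these data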; note: 0% is about no effect
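Agonism is scored from calcium flux in a force-coupled, inducible HEK293 cell line expressing D2, read kinetically for 180 s after compound addition against dopamine controls.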
TRHR enhancer = qHTS for Small Molecule Agonists and Allosteric Enhancers of Human TRH Receptor: Primary Screen for Enhancers; Thyrotropin-releasing hormone receptor (Homo sapiens), P34981; TRHR cells, fluo-8 calcium fluorescence, EC20 TRH enhancement; enhancement, % at 2 µM; 360,000 compounds, 0.66% hits; in the data active = enhancement above about 30%; note: 0% is about no effect
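Enhancer read-out: after compound pinning and an initial kinetic agonist-mode read, an EC20 of TRH (10 nM final) was injected and fluo-8 calcium signal (Ex 480/Em 530) followed at 1 s/cycle for 100 cycles in TRHR-expressing cells.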
USP1 inh = Inhibitors of USP1/UAF1: Primary Screen; Potency, µM (highest dose often 57.1 µM), without a hit: at the top dose activity change, negative = inhibition, hits mostly inhibitors; Ubiquitin carboxyl-terminal hydrolase 1 (Homo sapiens), O94782; recombinant USP1/UAF1, Ub-Rhodamine cleavage fluorescence; 390,000 compounds, 0.23% hits; note: potency is the fitted concentration of half-maximal effect; % is set by controls: 0 for no effect and ±100 for the full control effect; nearly all actives have a fitted effect of over 60% in size; inactives centre near -12
Target sequence (O94782 whole entry, looked up): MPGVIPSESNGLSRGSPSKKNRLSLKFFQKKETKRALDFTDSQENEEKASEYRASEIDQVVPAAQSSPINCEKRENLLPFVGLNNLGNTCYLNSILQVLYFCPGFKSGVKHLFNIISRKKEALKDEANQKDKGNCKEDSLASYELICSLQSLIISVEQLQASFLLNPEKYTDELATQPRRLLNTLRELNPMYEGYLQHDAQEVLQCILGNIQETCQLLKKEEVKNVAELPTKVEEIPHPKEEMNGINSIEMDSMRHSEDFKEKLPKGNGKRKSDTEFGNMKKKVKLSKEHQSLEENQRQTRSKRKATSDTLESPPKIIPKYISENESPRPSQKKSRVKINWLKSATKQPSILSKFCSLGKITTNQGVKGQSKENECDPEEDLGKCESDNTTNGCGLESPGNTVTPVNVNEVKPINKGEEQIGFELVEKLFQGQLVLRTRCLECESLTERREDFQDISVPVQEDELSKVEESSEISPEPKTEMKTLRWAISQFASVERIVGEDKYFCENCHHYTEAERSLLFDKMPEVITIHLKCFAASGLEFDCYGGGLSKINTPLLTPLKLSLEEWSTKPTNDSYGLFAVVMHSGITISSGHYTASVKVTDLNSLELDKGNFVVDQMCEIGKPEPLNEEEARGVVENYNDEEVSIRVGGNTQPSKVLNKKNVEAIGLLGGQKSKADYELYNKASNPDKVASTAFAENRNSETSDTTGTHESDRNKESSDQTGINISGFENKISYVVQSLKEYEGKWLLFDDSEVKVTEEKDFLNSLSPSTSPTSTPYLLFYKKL
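USP1/UAF1 complex (1 nM) preincubated 15 min at room temperature with compound, then Ub-Rho substrate (150 nM final) added. Kinetic fluorescence at 480/540 nm over 6 reads at 60 s intervals; 50 mM HEPES pH 7.8, 0.5 mM EDTA, 0.1 mg/ml BSA, 1 mM TCEP, 0.01% Tween-20.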
Active calls of the source: *; ? = inconclusive; . = not tested or not shown; & = joins results of further samples; ! = not active in a repeat; [ ] = another dose, or the depositor's remark. Unless noted, calls come from the whole dose curve; as a rule, active = well fitted inhibition curve with a large enough effect; inconclusive = small, poorly fitted or top-dose-only effect; inactive = no such curve, though single readings can be large or run the other way.

SMILES	IDH1 R132H inh	TrxR1 inh	TRHR ag	PI4K2A block	D2 antagonist	TrxR1 substrate	D2 agonist	TRHR enhancer	USP1 inh
CCCCC(=O)NCCNc1nc2c(c(=O)n(C)c(=O)n2C)n1Cc1ccc(F)cc1	7.4%	23.7%[57.1 µM]	-0.8	-7.3	-4.7	25.5%[57.1 µM]	0.2	13.5	-16.9%
CCOC(=O)C1CCN(c2cc3c(cc2NC(=O)c2ccc(Cl)cc2)n(C)c(=O)n3C)CC1	2.0%	-10.7%	0.1	-1.4	.	-10.3%	-1.1	-2.5	-16.5%
COc1ccc(N(CN2C(=O)c3ccccc3C2=O)C(=O)COc2ccc(Cl)cc2Cl)cc1	-3.4%	0.9%[57.1 µM]	0.8	-3.4	-3.3	1.0%[57.1 µM]	1.1	-6.4	-20.7%
COC(=O)[C@H]1[C@H]2C[C@H]3c4[nH]c5ccccc5c4CCN3C[C@@H]2CC[C@@H]1O	3.7%&-1.8%	3.7%&-17.9%	3.6&0.3	-11.9&0.1	43.4*!	13.4%&9.5%	-0.8&0.5	2.5&-1.4	?
COc1cccc(OC)c1C(=O)N1CCN(S(=O)(=O)c2ccc(C)cc2)CC1	1.9%	24.0%	0.1	5.8	4.6	12.3%[57.1 µM]	0.8	2.8	-8.5%
CC(C)c1ccc(N(CC(=O)NCCSC(C)(C)C)S(C)(=O)=O)cc1	-0.7%	1.6%	0.2	5.6	-5.3	-5.4%	0.5	4.3	-7.7%
Cc1ccc(-n2c(C)cc(C=C3C(=O)N(C)C(=O)N(C)C3=O)c2C)cc1	-9.7%	9.6%[57.1 µM]	.	-1.4	.	8.0%[57.1 µM]	.	.	2.2%
Cc1cccc(OCCNC(=O)c2cccc(Oc3ccc(C(F)(F)F)cc3[N+](=O)[O-])c2)c1	2.8%	15.7%[57.1 µM]	3.1	5.3	12.0	-10.3%	3.0	4.1	-19.3%
Cc1ccnc(NS(=O)(=O)c2ccc(NC(=O)c3oc4ccccc4c3C)cc2)n1	2.8%	0.4%	-0.3	0.2	.	-5.1%	.	0.3	-18.7%
CSc1ncc2ncn(C3OC(CO)C(O)C3O)c2n1 (stereo unspecified)	1.9%	34.4%	0.3	2.6	0.7	9.5%	1.3	-2.6	-5.0%
COc1ccc(NC(=O)c2c(N)c(C(=O)c3ccc(C)cc3)n3ccccc23)cc1OC	.	-11.8%	-1.2	5.4	.	2.3%	0.3	-8.4	-21.3%
Cc1csc(SCc2nnc(-c3ccccc3Br)o2)n1	0.0%	-2.0%	-0.4	-7.0	-4.5	3.5%	-0.4	-7.3	1.7%
O=C(C1CCN(c2nnc(-n3cccc3)s2)CC1)N1CCCCC1	-0.9%	13.5%	1.0	-3.0	3.4	-0.8%	0.9	3.5	-17.1%
Cc1ccc(C2(C)NC(=O)N(CC(=O)Nc3ccc(N4CCOCC4)cc3N3CCOCC3)C2=O)cc1 (stereo unspecified)	5.2%	-9.9%	-0.2	-1.8	-4.4	-2.5%	-0.6	2.7	-5.8%
COCCCNc1nc(NCc2ccccc2OC)c2cnn(C)c2n1	.	-5.3%[57.1 µM]	-1.3	-1.2	.	-4.0%[57.1 µM]	0.7	2.6	-12.1%
CN(C)c1nc(SCC#N)nc(N2CCOCC2)n1	3.4%	-15.4%	0.2	-2.4	6.0	-5.7%	-0.5	0.9	-3.8%
CN1CCN(CCCNC(=O)c2ccc3c(=O)n(CCc4ccccc4)c(=O)[nH]c3c2)CC1	9.4%	15.2%	1.4	-0.1	.	19.4%	.	4.3	-3.8%
N#Cc1cccc2cnccc12	10.5%	-5.0%	0.3	-8.2	-15.1	-2.3%	0.3	-0.9	-8.2%
COc1ccsc1NC(=O)OCc1ccc(Cl)cc1	-2.1%	2.9%	-0.7	-1.1	3.7	5.5%[0.0914 µM]	-2.9	-0.6	-15.8%
CC(C)(C)OC(=O)NCCCCCNC(=O)c1[nH]cnc1C(=O)Nc1nccs1	2.6%	34.7%	-1.0	-9.8	-7.7	1.4%	-1.8	-0.9	-19.8%
CCOC(=O)C1C(=O)C=C(c2ccc(Br)cc2)CC1c1ccco1 (stereo unspecified)	-2.6%	-6.9%	0.1	1.1	10.0	-6.7%	0.3	4.3	-11.6%
Cc1c(CCC(=O)NCCc2ccccc2F)c(=O)oc2cc(O)ccc12	-24.2%	-12.0%	-0.3	-3.0	.	712.5%[activator]	-0.9	3.6	-19.4%
COc1cccc(Oc2ccc(C(F)(F)F)cc2NC(=O)c2cccc(F)c2)c1	6.2%	-8.5%	2.1	-0.7	4.6	-7.5%	1.0	2.8	-20.8%

3 compounds from above with just TRHR ag:
Molecule | TRHR ag
CC(C)(C)OC(=O)NCCCCCNC(=O)c1[nH]cnc1C(=O)Nc1nccs1 | -1.0
O=C(C1CCN(c2nnc(-n3cccc3)s2)CC1)N1CCCCC1 | 1.0
COc1ccsc1NC(=O)OCc1ccc(Cl)cc1 | -0.7

Given in markdown: part of the list above.
| compound | IDH1 R132H inh | TrxR1 inh | TRHR ag | PI4K2A block | D2 antagonist | TrxR1 substrate | D2 agonist | TRHR enhancer | USP1 inh |
| --- | --- | --- | --- | --- | --- | --- | --- | --- | --- |
| Cc1ccc(C2(C)NC(=O)N(CC(=O)Nc3ccc(N4CCOCC4)cc3N3CCOCC3)C2=O)cc1 (stereo unspecified) | 5.2% | -9.9% | -0.2 | -1.8 | -4.4 | -2.5% | -0.6 | 2.7 | -5.8% |
| COCCCNc1nc(NCc2ccccc2OC)c2cnn(C)c2n1 | . | -5.3%[57.1 µM] | -1.3 | -1.2 | . | -4.0%[57.1 µM] | 0.7 | 2.6 | -12.1% |
| CN(C)c1nc(SCC#N)nc(N2CCOCC2)n1 | 3.4% | -15.4% | 0.2 | -2.4 | 6.0 | -5.7% | -0.5 | 0.9 | -3.8% |
| CN1CCN(CCCNC(=O)c2ccc3c(=O)n(CCc4ccccc4)c(=O)[nH]c3c2)CC1 | 9.4% | 15.2% | 1.4 | -0.1 | . | 19.4% | . | 4.3 | -3.8% |

Compounds shown so far that have a furan ring, fused or not, in the order listed:
SMILES	IDH1 R132H inh	TrxR1 inh	TRHR ag	PI4K2A block	D2 antagonist	TrxR1 substrate	D2 agonist	TRHR enhancer	USP1 inh
Cc1ccnc(NS(=O)(=O)c2ccc(NC(=O)c3oc4ccccc4c3C)cc2)n1	2.8%	0.4%	-0.3	0.2	.	-5.1%	.	0.3	-18.7%
CCOC(=O)C1C(=O)C=C(c2ccc(Br)cc2)CC1c1ccco1 (stereo unspecified)	-2.6%	-6.9%	0.1	1.1	10.0	-6.7%	0.3	4.3	-11.6%
